From PubChem BioAssay
BLM inh – qHTS Assay for Inhibitors of Bloom's syndrome helicase (BLM) | RecQ-like DNA helicase BLM (Homo sapiens), P54132 | recombinant BLM DNA unwinding, fluorescence dequenching | Potency, µM (series often up to 56.1 µM), for the others: top-dose activity change, negative = inhibition, usual class: inhibitors | 0.2% of 350,000 active | AID 2528, 2010;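 note: potency is the fitted concentration of half-maximal effect; plate controls were vehicle for no effect and no enzyme for full effect; nearly all actives have a fitted effect of over 35% in size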
Pol iota inh – qHTS for Inhibitors of Polymerase Iota. DNA polymerase iota (Homo sapiens), Q9UNA4. 1% of 390,000 active. Potency, µM (highest dose often 115 µM), for the others: at the top dose activity, negative = inhibition, most hits filed as inhibitors. Pol iota fluorescent replication assay, 10 min; note: potency is the fitted concentration of half-maximal effect
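Fluorescent replication assay read twice, at 0 min and 10 min after adding 50 nM (final) substrate. Enzyme (10 nM) and compounds were first incubated 15 min at room temperature; enzyme-free buffer wells were negative controls.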
LDHA block – qHTS assay for inhibitors of human lactate dehydrogenase; AID 1347041, 2019; 0.15% of 480,000 active; purified LDHA, NADH/diaphorase-resazurin fluorescence; active compounds read low; L-lactate dehydrogenase A chain (Homo sapiens), P00338; activity change, % (values are at about 110 or 230 µM); in the data active = activity change below about -30%; inconclusive = mostly about -25% to -30%;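 note: plate controls were DMSO wells for no effect and wells without enzyme for full effect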
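LDH5 2 nM; NADH 0.06 mM, pyruvate 0.2 mM; 200 mM Tris pH 7.4, EDTA, Tween-20; 5 min RT. Detection: diaphorase 0.133 mg/mL + resazurin 37 µM, fluorescence ex540/em590 at 0 and 20 min; normalized to enzyme-free and DMSO wells.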
Pol beta inh – qHTS Assay for Inhibitors of DNA Polymerase Beta | Potency, µM (doses to about 114 µM), for the others: at the highest dose activity change, negative = inhibition, usual class: inhibitors | P06746 | Pol beta primer extension/strand displacement, fluorescence kinetic | 1.3% of 340,000 active; note: potency is the fitted concentration of half-maximal effect; % is set by controls: 0 for no effect and ±100 for the full control effect
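Curves were derived by four-parameter Hill fits of normalized qHTS data. The kinetic fluorescent primer-extension read was taken at 0 and 10 min after 50 nM substrate, following a 15 min room-temperature preincubation of 10 nM enzyme with compounds.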
Glioma ERSR ind – qHTS for Inducers of the Endoplasmic Reticulum Stress Response (ERSR) in Human Glioma: qHTS; 0.02% of 420,000 active; Potency, µM, for inactives: at the highest dose activation, usual class: activators; U87-MG GRP78 promoter luciferase reporter, 16 h; note: potency is the fitted concentration of half-maximal effect; series mostly up to about 76 µM; % of control where 0% means no effect; nearly all actives have a fitted effect of over 35% in size
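Stably transfected U87-MG glioma cells carrying a GRP78-based luciferase sensor; 16 h compound incubation. Luminescence end-point read 10 min after Bright-Glo addition at room temperature.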
Apoferritin bind – qHTS Assay for Identification of Novel General Anesthetics; Ferritin light chain (Equus caballus), P02791; Potency, µM (series often up to 77.5 µM), for the others: at the highest dose activity change, negative = displacement, usual class: inhibitors; 0.074% of 350,000 active; apoferritin/1-aminoanthracene competitive binding, fluorescence; note: potency is the fitted concentration of half-maximal effect; % is set by controls: 0 for no effect and ±100 for the full control effect; nearly all actives have a fitted effect of over 20% in size
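Horse-spleen apoferritin (10 uM) was mixed with 50% saturated 1-aminoanthracene in PBS, exposed to compounds for 10 min at room temperature, and read for fluorescence (ex 380 nm, em 535 nm). Competitive displacement was fitted with a four-parameter Hill equation.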
Pol kappa inh – qHTS for Inhibitors of Polymerase Kappa; Potency, µM (highest dose often 107 µM), without a hit: top-dose activity, negative = inhibition, usual class: inhibitors; purified Pol kappa, fluorescent DNA synthesis assay, 10 min; AID 588579, 2011; 0.53% of 400,000 active; note: potency is the fitted concentration of half-maximal effect; % is set by controls: 0 for no effect and ±100 for the full control effect
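Here, compound and 10 nM enzyme are combined for 15 min at room temperature; adding 50 nM substrate (final) starts DNA synthesis, tracked by fluorescence at 0 and 10 min against buffer-only wells.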
APEX1 inh – qHTS Assay for Inhibitors of the Human Apurinic/apyrimidinic Endonuclease 1 (APE1); recombinant APE1, TAMRA/BHQ-2 abasic DNA cleavage fluorescence; 0.35% of 350,000 active; DNA repair nuclease/redox regulator APEX1 (Homo sapiens), P27695; Potency, µM (doses to about 65.8 µM), inactives show top-dose activity change, negative = inhibition, usual class: inhibitors;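 note: potency is the fitted concentration of half-maximal effect; plate controls were vehicle for no effect and reference inhibitor for full effect; nearly all actives have a fitted effect of over 55% in size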
Target sequence (P27695 whole entry, looked up): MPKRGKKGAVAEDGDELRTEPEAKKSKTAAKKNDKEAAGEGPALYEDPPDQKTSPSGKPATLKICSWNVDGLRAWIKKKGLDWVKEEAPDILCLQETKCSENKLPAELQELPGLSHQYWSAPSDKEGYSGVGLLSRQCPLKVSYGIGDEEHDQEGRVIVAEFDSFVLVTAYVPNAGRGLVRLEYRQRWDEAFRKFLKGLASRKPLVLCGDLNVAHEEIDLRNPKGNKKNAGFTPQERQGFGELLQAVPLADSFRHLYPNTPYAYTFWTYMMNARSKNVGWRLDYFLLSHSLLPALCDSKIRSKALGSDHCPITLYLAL
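Readout is kinetic fluorescence (ex 525, em 598 nm) from cleavage of 50 nM TAMRA/BHQ-2 THF abasic duplex by 0.75 nM APE1, compound added 15 min beforehand at RT.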
Pol eta inh – qHTS for Inhibitors of Polymerase Eta. DNA polymerase eta (Homo sapiens), Q9Y253. recombinant Pol eta, fluorescent DNA replication assay. Potency, µM (series often up to 114 µM), for inactives: top-dose activity change, negative = inhibition, actives largely listed as inhibitors. 1.2% of 390,000 active; note: potency is the fitted concentration of half-maximal effect; % is set by controls: 0 for no effect and ±100 for the full control effect
Target sequence (Q9Y253 whole entry, looked up): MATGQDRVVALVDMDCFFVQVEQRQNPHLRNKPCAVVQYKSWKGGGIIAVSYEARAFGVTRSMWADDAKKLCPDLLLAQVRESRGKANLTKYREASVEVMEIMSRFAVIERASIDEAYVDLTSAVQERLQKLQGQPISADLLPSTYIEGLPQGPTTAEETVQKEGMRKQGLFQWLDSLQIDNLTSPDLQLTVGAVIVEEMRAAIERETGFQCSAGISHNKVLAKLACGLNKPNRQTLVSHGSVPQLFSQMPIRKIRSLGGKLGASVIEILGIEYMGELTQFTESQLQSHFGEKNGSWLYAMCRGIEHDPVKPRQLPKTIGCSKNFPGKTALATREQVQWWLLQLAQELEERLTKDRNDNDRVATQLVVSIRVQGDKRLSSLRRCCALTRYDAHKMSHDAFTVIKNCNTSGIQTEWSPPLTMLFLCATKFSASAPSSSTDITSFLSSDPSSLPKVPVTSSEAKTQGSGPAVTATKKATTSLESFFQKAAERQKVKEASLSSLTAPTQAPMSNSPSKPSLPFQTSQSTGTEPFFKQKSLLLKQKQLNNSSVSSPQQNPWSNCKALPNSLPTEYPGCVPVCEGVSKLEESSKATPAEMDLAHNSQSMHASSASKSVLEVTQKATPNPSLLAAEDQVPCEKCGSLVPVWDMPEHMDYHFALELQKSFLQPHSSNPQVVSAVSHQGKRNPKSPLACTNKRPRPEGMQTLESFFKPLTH
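Fluorescent replication assay: 50 nM final substrate added after a 15 min room-temperature compound preincubation with 10 nM enzyme. Signal taken at 0 min and again at 10 min.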
* = called active by the depositor; ? = inconclusive; / = not tested or not shown; & = joins results of further samples; ! = not active in a repeat; [ ] = remark or other dose. Unless noted, calls come from the whole dose curve; as a rule, active = well fitted curve in the direction sought with a large enough effect; inconclusive = small, poorly fitted or top-dose-only effect, or another doubt; inactive = no such curve, though single readings can be large; an effect the other way counts as inactive or inconclusive. These rows are one share of the data; rates above refer to the full screens.

no.	Compound	BLM inh	Pol iota inh	LDHA block	Pol beta inh	Glioma ERSR ind
1	O=C(Cn1c(-c2ccccn2)nc2ccccc21)N/N=C/c1cccnc1	1%	35%[activator]	2	0%	2%
2	O=C(CSc1nnc(-c2ccncc2)o1)NCc1ccc(Cl)cc1	0%	-10%	-6	6%	-1%
3	O=C(CCCOc1ccccc1)N1CCN(c2ccc(F)cc2)CC1	-3%	12%	-9	100µM*	2%
4	COc1ccc(C(=O)NC(=O)NC2(C(Cl)(Cl)Cl)OCCO2)cc1	-5%	-1%	-1	?	1%
5	CCSC(C)CC1CC(=O)CC(=O)C1 (configuration not stated)	-4%	20%	1	1%	-6%
6	CNC(=O)c1sccc1Oc1ccc(F)cc1[N+](=O)[O-]	-2%	65%[activator]	2	-3%	-3%
7	CCOCc1nnc(NS(C)(=O)=O)s1	-2%	8%	-13	3%	-3%
8	Cc1ccc(NC(=O)c2ccc(S(=O)(=O)Nc3c(C)n(C)n(-c4ccccc4)c3=O)cc2)nc1	/	29%	0	/	-5%
9	O=C(CN1CCC(Cc2ccccc2)CC1)NCCc1ccc(F)cc1	-3%	82%[activator]	-3	11%	-3%
10	Cc1cc(C)c(C#N)c(SCCN2CCOCC2)n1	1%	-11%[58.9 µM]	-6	18%	-4%

no.	Apoferritin bind	Pol kappa inh	APEX1 inh	Pol eta inh
1	-5%	6%	-4%	-13%
2	4%	-17%	-1%	-8%
3	-8%	-10%	-3%	-4%
4	-16%	2%	1%	-14%
5	-17%	2%	-3%	-3%
6	-8%	-11%	-1%	-19%
7	-8%	0%	-2%	-5%
8	/	-18%	-8%	1%
9	-14%	-15%	-5%	-5%
10	1%	-5%	9%	-20%

(next part)
no.	Compound	BLM inh	Pol iota inh	LDHA block	Pol beta inh	Glioma ERSR ind
11	CCOc1nc(NC2CCCCC2)nc(NC(C)(C)C)n1	-5%	-4%	1	-2%	-2%
12	C/C(=N\NC(=O)c1c(Cl)c(C)nn1C)c1ccc(NC(=O)COc2ccc(Cl)cc2C)cc1	-4%	4%	-1	17%	6%
13	Clc1ccc(Cn2nnc(-c3ccc(N4CCOCC4)cc3)n2)cc1	-5%	0%	-2	8%	-1%
14	Cn1nc(C(C)(C)C)cc1C(=O)Nc1nc2c(s1)C(=O)CC(C)(C)C2	-2%	?	-2	5%	1%
15	COc1ccc(C(=S)N2CCOCC2)cc1OC(=O)c1ccccc1Cl	-4%	-3%	-7	2%	2%
16	Cc1c(C(=O)O)oc2ccc(S(=O)(=O)N3CCCCC3C(=O)O)cc12 (configuration not stated)	4%	-21%	5	2%	-3%
17	O=C(c1cnc2sccn2c1=O)N1CCc2ccccc2C1	-10%	29%	5	3%	0%
18	O=C(Nc1ccccc1N1CCCC1)c1cccnc1	4%	13%	7	23%	-3%
19	CCOC(=O)c1[nH]c(C)c(C(=O)OCC(=O)N2CCc3ccccc32)c1C	-3%	-7%	-14	7%	-3%
20	Cc1noc(C)c1COC(=O)c1cccc(S(=O)(=O)N2CCOCC2)c1	/	16%	0	/	-1%

no.	Apoferritin bind	Pol kappa inh	APEX1 inh	Pol eta inh
11	-3%	-4%	-1%	-17%
12	-15%	-2%	3%	-21%
13	-4%	-1%[60.1 µM]	13%	-14%
14	?	-6%	-1%	-13%
15	-8%	-4%	18%	-5%
16	-9%	7%	-2%	-7%
17	-17%	-20%	0%	5%
18	-3%	-2%	-1%	-12%
19	-11%	-5%	0%	-10%
20	/	-13%	24%	-8%

Exported with values under each structure: five of the compounds above
Below each compound – BLM inh | Pol iota inh | LDHA block | Pol beta inh | Glioma ERSR ind | Apoferritin bind | Pol kappa inh | APEX1 inh | Pol eta inh
7. CCOCc1nnc(NS(C)(=O)=O)s1
  -2% | 8% | -13 | 3% | -3% | -8% | 0% | -2% | -5%
8. Cc1ccc(NC(=O)c2ccc(S(=O)(=O)Nc3c(C)n(C)n(-c4ccccc4)c3=O)cc2)nc1
  / | 29% | 0 | / | -5% | / | -18% | -8% | 1%
9. O=C(CN1CCC(Cc2ccccc2)CC1)NCCc1ccc(F)cc1
  -3% | 82%[activator] | -3 | 11% | -3% | -14% | -15% | -5% | -5%
10. Cc1cc(C)c(C#N)c(SCCN2CCOCC2)n1
  1% | -11%[58.9 µM] | -6 | 18% | -4% | 1% | -5% | 9% | -20%
11. CCOc1nc(NC2CCCCC2)nc(NC(C)(C)C)n1
  -5% | -4% | 1 | -2% | -2% | -3% | -4% | -1% | -17%

The listing continues.
no.	Compound	BLM inh	Pol iota inh	LDHA block	Pol beta inh	Glioma ERSR ind
21	Cc1cc(Cl)c2cc3ccccc3cc2n1	1%	32%[activator]	-1	-7%	-3%
22	CCO[C@@H]1OC(C(=O)O)=C[C@H](C2CCCCC2)[C@H]1CCCO	-1%	39%[activator]	-4	24%	-2%
23	Cc1ccsc1CNC(=O)c1c(-c2ccccc2)noc1C	-8%	32%[activator]	-15	?	1%
24	CCOC(=O)COc1ccc(C2CC(C)=NN2c2ccccc2)cc1 (configuration not stated)	-14%	-6%	2	5%	-2%
25	COc1ccc(OCC(=O)Nc2ccc(C(=O)OCc3cc(=O)n4nc(C)sc4n3)cc2)cc1	-8%	-6%	2	30%	-3%
26	CCC(=O)NNc1ncnc2ccccc12	-9%	-35%	-8	10%	-1%
27	O=C(O)C1=C(OCc2ccc(F)c(F)c2)C(=O)NCC1	-5%	65%[activator]	-3	-22%	0%
28	CCOc1ccccc1C(=O)N1CCC(C(=O)c2ccc(F)cc2)CC1	1%	-6%	1	14%	-6%
29	CC(C)COc1ccc(C(=O)N/C(=C\c2cccc([N+](=O)[O-])c2)C(=O)O)cc1	-6%	6%	-6	-10%	-3%
30	COC(c1ccc(Cl)cc1)(c1ccc(Cl)cc1)C(Oc1nc(C)cc(C)n1)C(=O)O (configuration not stated)	1%	83%[activator]	-2	-1%	-3%

no.	Apoferritin bind	Pol kappa inh	APEX1 inh	Pol eta inh
21	1%	-30%	?	-29%
22	-1%	16%	12%	-20%
23	-3%	3%	-3%	-4%
24	-5%	0%	0%	-15%
25	-11%	-5%[60.1 µM]	/	-16%
26	-1%	-18%	2%	-7%
27	-6%	-8%	0%	-14%
28	-11%	-11%	2%	-6%
29	-3%	-14%	-1%	1%
30	-5%	-12%	19%	-2%

New compounds follow:
no.	Compound	BLM inh	Pol iota inh	LDHA block	Pol beta inh	Glioma ERSR ind
31	O=C(N/N=C/c1c(Cl)cccc1Cl)C(=O)NC1CC1	0%	56%[activator]	-5	2%	-3%
32	C=CCCN(Cc1ccccc1)S(=O)(=O)c1ccccc1Br	-15%&-10%	-16%&18%	-6	?	-3%&-3%
33	Cc1ccc(NC(=O)C2CCN(c3ncnc4c3nc3n4CCCCC3)CC2)cc1Cl	-5%	?	-5	18%	-3%
34	O=C(Nc1ccc(F)cc1)NC1CCN(Cc2ccccc2)CC1	0%	9%	0	37%	-4%
35	O=C(Nc1ccc(Cc2ccncc2)cc1)c1ccc(S(=O)(=O)N2CCOCC2)cc1	-1%	7%	-2	-9%	-7%
36	CC(=O)Nc1c(Cl)c(Cl)c2c(c1Cl)C(=O)c1cc(Cl)ccc1-2	/	1%	-1	/	-1%
37	Cc1ccc(S(=O)(=O)Nc2cc3c(C(=O)OCc4ccccc4)c(C)oc3c3ccccc23)cc1	-5%	77%[activator]	9	12%	-2%
38	O=C(Nc1cccc(Cl)c1)N1CCSc2cc(Cl)ccc21	-9%	13%	2	16%	-3%
39	COC(=O)c1ccc(NC(=O)C(OC)c2ccccc2)cc1 (configuration not stated)	-8%	95%[activator]	-3	4%	2%
40	C=CCNC(=S)Nc1ccc2nc(C)c(C)nc2c1	-5%	12%	2	11%	3%

no.	Apoferritin bind	Pol kappa inh	APEX1 inh	Pol eta inh
31	0%	-5%	12%	-8%
32	0%&-5%	7%&-12%	0.2µM*!	-12%
33	-6%	-3%	-9%	-8%
34	-4%	7%	-2%	-8%
35	?	-15%	-5%	11%
36	/	-1%	/	-13%
37	7%	0%	/	-20%
38	-21%	9%	13%	-11%
39	-3%	-10%	5%	-3%
40	2%	-1%	-8%	-5%

Next section:
no.	Compound	BLM inh	Pol iota inh	LDHA block	Pol beta inh	Glioma ERSR ind
41	Nc1ccc(Cl)cc1/C(=N/O)c1ccccc1	-3%	21%	-4	18%	-3%
42	O=C(O/N=C/c1cccc([N+](=O)[O-])c1)C1CC1	0%	5%	-1	-1%	4%
43	Cc1ccc(S(=O)(=O)NCCC(=O)NNC(=O)C2COc3ccccc3O2)cc1 (configuration not stated)	/	15%	-8	/	-4%
44	O=C(NCc1ccc(Cl)cc1)NCC(F)(F)F	3%	-2%	-9	0%	-3%
45	O=C(COc1ccc(Cl)cc1Cl)Nc1cccc2cccnc12	-2%	-9%	19&-2	-6%	-1%
46	CCn1c(C)nc2cc(-c3nnc(-c4c(-c5ccccc5)noc4C)o3)ccc21	-6%	3%	-5	2%	-3%
47	O=C(CSc1nnc(-c2ccc(Cl)cc2Cl)n1C1CCCCC1)N1CCCC1	-1%	6%	-1	-1%	1%

no.	Apoferritin bind	Pol kappa inh	APEX1 inh	Pol eta inh
41	-9%	-11%	-2%	1%
42	-6%	-7%	-8%	-5%
43	/	-1%	-20%	-4%
44	-7%	-8%	3%	-22%
45	0%	-4%	/	4%
46	-8%	5%	-5%	-14%
47	?	-14%	2%	-4%

Printed as active in APEX1 inh, among the entries above:
item	molecule	BLM inh	Pol iota inh	Glioma ERSR ind	Apoferritin bind	Pol kappa inh	APEX1 inh	Pol eta inh
32	C=CCCN(Cc1ccccc1)S(=O)(=O)c1ccccc1Br	-15%&-10%	-16%&18%	-3%&-3%	0%&-5%	7%&-12%	0.2µM*!	-12%
